IP6K1 inh – blocks human inositol hexakisphosphate kinase 1 | Q92551 | IP6K1 kinase, ADP-Glo luminescence, 2 h; stronger effect = lower value | activity change, % (series mostly up to about 58 µM) | 140,000 tested, 0.81% active; in the data active = activity change below about -25%
Target sequence (Q92551 whole entry, looked up): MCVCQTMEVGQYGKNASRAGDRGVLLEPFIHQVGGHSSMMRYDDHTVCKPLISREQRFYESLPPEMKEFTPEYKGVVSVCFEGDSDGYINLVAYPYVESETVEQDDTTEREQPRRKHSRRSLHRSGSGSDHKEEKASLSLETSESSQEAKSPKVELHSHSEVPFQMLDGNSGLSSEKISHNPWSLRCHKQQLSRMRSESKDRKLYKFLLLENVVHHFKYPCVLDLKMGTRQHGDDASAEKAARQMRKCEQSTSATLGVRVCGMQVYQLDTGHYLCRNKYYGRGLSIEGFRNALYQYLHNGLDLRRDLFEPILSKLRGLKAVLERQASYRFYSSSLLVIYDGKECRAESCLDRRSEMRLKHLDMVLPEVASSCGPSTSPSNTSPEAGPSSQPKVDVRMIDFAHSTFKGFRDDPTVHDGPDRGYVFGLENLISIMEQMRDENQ
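ADP-Glo luminescence measures ADP made by human IP6K1 during a 2 h RT reaction with ATP/IP6 (mix at 1.3 mM/130 uM); top library doses 57.5 and 19.1 uM final.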
GPT2 inh – inhibitors of human GPT2 alanine aminotransferase; AID 1671188; 100,000 tested, 0.25% active; Q8TD30; Recombinant GPT2, coupled pyruvate oxidase/HRP Amplex Red fluorescence; Potency, µM (titrated, usually from 57.7 µM), for the others: top-dose activity change, negative = inhibition, most hits filed as inhibitors; note: potency is the fitted concentration of half-maximal effect; nearly all actives have a fitted effect of over 60% in size; many of its hits are not listed in these tables
Target sequence (Q8TD30 whole entry, looked up): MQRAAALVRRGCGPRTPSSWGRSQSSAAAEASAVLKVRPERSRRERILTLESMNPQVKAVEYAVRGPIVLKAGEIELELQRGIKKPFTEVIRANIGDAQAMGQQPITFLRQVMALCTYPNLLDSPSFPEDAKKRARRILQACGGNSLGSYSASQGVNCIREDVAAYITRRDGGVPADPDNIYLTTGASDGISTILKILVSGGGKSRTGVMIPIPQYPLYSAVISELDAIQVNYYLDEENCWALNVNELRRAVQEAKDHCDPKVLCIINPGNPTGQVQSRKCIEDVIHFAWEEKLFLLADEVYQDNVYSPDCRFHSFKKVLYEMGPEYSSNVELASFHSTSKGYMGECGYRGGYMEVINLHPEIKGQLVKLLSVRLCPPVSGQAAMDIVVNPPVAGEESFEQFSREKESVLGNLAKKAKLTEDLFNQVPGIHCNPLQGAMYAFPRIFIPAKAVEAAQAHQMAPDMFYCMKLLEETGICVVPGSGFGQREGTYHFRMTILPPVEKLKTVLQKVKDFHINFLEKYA
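Inhibition is scored from Amplex Red fluorescence generated when pyruvate oxidase and HRP act on pyruvate released by GPT2. Reactions contain 10ng/uL enzyme, 250uM a-KG and 2mM L-alanine and run 30 min at room temperature.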
HEK293 tox – HEK 293 cell cytotoxicity; HEK 293 viability, ATP luminescence (CellTiter-Glo), 48-72 h; Potency, µM (highest dose often 115 µM), for inactives: top-dose activity change, negative = cytotoxicity, hits mostly inhibitors; 94,000 tested, 6.6% active; AID 1345083; note: potency is the fitted concentration of half-maximal effect; nearly all actives have a fitted effect of over 60% in size
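Read-out: CellTiter-Glo ATP luminescence. Cells: HEK 293, 250 cells/well. Exposure: 48 or 72 hr, 37 degree Celsius.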
SNCA expr inh – reduces expression of the alpha-synuclein gene. 140,000 tested, 0.17% active. Potency, µM (highest dose often 57.2 µM), for inactives: at the top dose activity change, negative = inhibition, most hits filed as inhibitors. AID 1671194. HEK-293 SNCA-luciferase knock-in, luminescence, 24 h;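 note: potency is the fitted concentration of half-maximal effect; plate controls were DMSO cells for no effect and cell-free wells for full effect; nearly all actives have a fitted effect of over 45% in size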
SNCA viab count – reduces viability of HEK-293 SNCA reporter cells; Potency, µM (series often up to 57.1 µM), without a hit: at the highest dose activity change, negative = cytotoxicity, hits mostly cytotoxic; HEK-293-SNCA-luc viability, GF-AFC fluorescence, 24 h; 150,000 tested, 0.12% active;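 note: potency is the fitted concentration of half-maximal effect; 0% = DMSO-treated cells and -100% = medium-only wells without cells; nearly all actives have a fitted effect of over 30% in size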
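Cytotoxicity counterscreen: after 24 h compound treatment of genome-edited SNCA-luciferase HEK-293 cells, live-cell protease substrate GF-AFC read by fluorescence after 30 min; activity scaled between DMSO (0%) and medium-only (-100%), curves Hill-fitted.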
Luciferase inh – inhibitors of firefly (Photinus pyralis) luciferase. P08659. purified P. pyralis luciferase, luminescence, biochemical. Potency, µM (series often up to 115 µM), for the others: at the top dose activity change, negative = inhibition, most hits filed as inhibitors. 76,000 tested, 2.5% active; note: potency is the fitted concentration of half-maximal effect; nearly all actives have a fitted effect of over 65% in size
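Biochemical qHTS: compound (6-point titration) added to 10uM D-luciferin plus 10uM ATP in Tris acetate pH 7.5 buffer with Mg, Tween-20 and BSA, then purified enzyme at 10nM; light output imaged.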
3T3 cytotox – cytotoxic compounds in NIH 3T3 cells. NIH 3T3 viability, CellTiter-Glo ATP luminescence, 48-72 h. Potency, µM (top dose mostly 96.7 µM), for the others: at the top dose activity change, negative = cytotoxicity, usual class: inhibitors. 94,000 tested, 4.3% active. AID 1345082; note: potency is the fitted concentration of half-maximal effect; nearly all actives have a fitted effect of over 55% in size
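Luminescent ATP readout (CellTiter-Glo, 10 min RT) after 48 or 72 hr compound exposure of NIH 3T3 cells seeded at 400 cells/well in 1536-well format; quantitative HTS.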
Numbers without * were called inactive; i = inactive; ? = inconclusive; . = no result given; [ ] = another dose, or the depositor's remark. Unless noted, calls come from the whole dose curve; as a rule, active = well fitted curve in the direction sought with a large enough effect; inconclusive = small, poorly fitted or top-dose-only effect, or another doubt; inactive = no such curve, though single readings can be large; an effect the other way counts as inactive or inconclusive. Unless noted, % is set by controls: 0 for no effect and ±100 for the full control effect. Not all compounds are listed, so the mix of outcomes need not match the whole.

Assay codes: A = IP6K1 inh; B = GPT2 inh; C = HEK293 tox; D = SNCA expr inh; E = SNCA viab count; F = Luciferase inh; G = 3T3 cytotox
1	CC(C)=CCC[C@](C)(O)[C@H]1CC[C@]2(C)[C@@H]1[C@H](O)CC1[C@@]3(C)CC[C@H](O)C(C)(C)[C@@H]3[C@@H](O[C@@H]3O[C@H](CO)[C@@H](O)[C@H](O)[C@H]3O[C@@H]3O[C@H](CO)[C@@H](O)[C@H](O)[C@H]3O)C[C@]12C (stereo not given in full)
  A: -1	B: 4%[17.1 µM]	C: .	D: .	E: -7%[23.9 µM]	F: .	G: .

2	CC(C)NC(=O)c1ccc2oc(-c3ccccn3)nc2c1
  A: -6	B: i	C: ?	D: -3%	E: 5%	F: .	G: -29%

3	COc1ccc(CCNC(=O)Cn2c(=O)n(-c3cc(OC)c(OC)c(OC)c3)c(=O)c3ccccc32)cc1OC
  A: 4	B: .	C: .	D: ?	E: ?	F: .	G: .

4	COCCN1C(=O)c2ccccc2C(C(=O)Nc2ccc(C(N)=O)cc2)C12CCCCC2 (stereo not given)
  A: 24	B: -5%	C: 1%	D: 43%[activator]	E: 1%	F: -9%	G: i

5	O=C1NCc2ccccc2CC12CCCN(Cc1ccc(F)cc1)C2 (stereo not given)
  A: 2	B: i	C: -23%	D: -20%	E: -5%	F: .	G: -8%

6	COc1ccc(Cl)cc1NC(=O)Cn1c(N2CCC(C)CC2)nc(C)cc1=O
  A: 11	B: -19%	C: 45µM*	D: -27%	E: 11%	F: -3%	G: ?

7	COCCNC(=O)C1CCN(C(=O)c2nnn3c2COC(c2ccc(C)cc2)C3)CC1 (stereo not given)
  A: 3	B: i	C: 9%	D: 144%[activator]	E: 2%	F: 5.6µM*	G: i

8	COc1ccc(N2CCN(C(=O)c3c(C)nn(-c4ccc(F)cc4)c3-n3cccc3)CC2)cc1
  A: 14	B: .	C: .	D: ?	E: 2%	F: .	G: .

9	CCC1CN(C(=O)N2CCC(C(=O)N3CCN(c4cccc(C)c4C)CC3)CC2)c2ccccc2O1 (stereo not given)
  A: -5	B: .	C: .	D: ?	E: -20%	F: .	G: .

10	CCN(C(=O)Cn1c(=O)oc2cc(Cl)ccc21)c1cccc(C(F)(F)F)c1
  A: 4	B: .	C: .	D: -7%	E: -7%	F: .	G: .

11	CC(C)CCNC(=O)c1ccc2c(c1)NC(=O)C(CS(=O)(=O)Cc1ccc(F)cc1)N2 (stereo not given)
  A: 8	B: .	C: .	D: -2%	E: -3%	F: .	G: .

12	C[C@@H]1CC[C@@]2(OC1)OC1CC3C4CC=C5CC(O)CCC5(C)C4CCC3(C)C1[C@@H]2C (stereo not given in full)
  A: .	B: -7%	C: .	D: 5%	E: -9%	F: .	G: .

13	Cc1cc(CNC(=O)C2CC(=O)N(C(C)(C)C)C2)n(C)n1 (stereo not given)
  A: -7	B: 0%[11.5 µM]	C: 0%	D: -11%	E: 7%	F: -2%	G: -11%

14	O=C1C(N2CCN(S(=O)(=O)c3cccc(Cl)c3)CC2)CCN1Cc1cccnc1 (stereo not given)
  A: -4	B: i	C: -5%	D: 8%	E: ?	F: 9%	G: ?

15	O=C(CSc1ncccc1C(=O)Oc1ccccc1Cl)Nc1ccccc1Cl
  A: 16	B: .	C: .	D: 81%[activator]	E: 5%	F: .	G: .

Profiles, looked up by structure. Screens in order: IP6K1 inh, GPT2 inh, HEK293 tox, SNCA expr inh, SNCA viab count, Luciferase inh, 3T3 cytotox
Shown for CC(C)=CCC[C@](C)(O)[C@H]1CC[C@]2(C)[C@@H]1[C@H](O)CC1[C@@]3(C)CC[C@H](O)C(C)(C)[C@@H]3[C@@H](O[C@@H]3O[C@H](CO)[C@@H](O)[C@H](O)[C@H]3O[C@@H]3O[C@H](CO)[C@@H](O)[C@H](O)[C@H]3O)C[C@]12C (stereo not given in full) : -1, 4%[17.1 µM], ., ., -7%[23.9 µM], ., .
Shown for COCCNC(=O)C1CCN(C(=O)c2nnn3c2COC(c2ccc(C)cc2)C3)CC1 (stereo not given) : 3, i, 9%, 144%[activator], 2%, 5.6µM*, i

(list continues)
Assay codes: A = IP6K1 inh; B = GPT2 inh; C = HEK293 tox; D = SNCA expr inh; E = SNCA viab count; F = Luciferase inh; G = 3T3 cytotox
16	O=C(CCS(=O)(=O)c1cccs1)Nc1ccc(C(=O)Nc2ccccc2F)cc1
  A: 3	B: .	C: .	D: 31%	E: 3%	F: .	G: .

17	CCOC(=O)C1CCN(C(=O)c2ccc3c(c2)N(CC)C2CCCCCN2C3=O)CC1 (stereo not given)
  A: -4	B: i	C: ?	D: -9%	E: 16%[12.5 µM]	F: -6%	G: -30%

18	COc1ccc(CNc2nc(-c3ccco3)nn2S(=O)(=O)c2ccc3ccccc3c2)cc1OC
  A: -2	B: .	C: .	D: 3%	E: -15%	F: .	G: .

19	CNC(=O)CC1C(=O)NCCN1CC(=O)Nc1cc(OC)cc(OC)c1 (stereo not given)
  A: 7	B: i	C: -15%	D: 3%	E: 7%	F: 2%	G: -1%

20	CCc1ccccc1NC(=O)CSc1nnc(-c2ccccc2)c(-c2ccccc2)n1
  A: 25	B: .	C: .	D: ?	E: -14%	F: .	G: .

21	CN(C)CCNC(=O)c1cc(-c2ccc(F)cc2)cc2ncn(C)c12
  A: 1	B: i	C: ?	D: 15%[87.6 µM]	E: 10%[87.6 µM]	F: 2%[172 µM]	G: ?

22	O=C(c1ccc(Cl)cc1)N1CC2(CCCN(C3COC3)C2)Cc2ccccc21 (stereo not given)
  A: -14	B: 4%	C: ?	D: ?	E: -12%	F: .	G: -12%

23	Cc1cccc(NC(=O)Nc2ccc(C)n(CC(=O)NCc3ccccc3Cl)c2=O)c1
  A: 7	B: i	C: ?	D: 23%	E: ?	F: -21%	G: i

24	C=CCn1cc(CN2CCOC(Cc3cccc(OC)c3)C2)c(C)n1 (stereo not given)
  A: 6	B: -2%	C: 4%	D: 8%	E: -13%	F: 1%	G: -1%

25	CC(C)C1=NOC2(CCN(C(=O)c3ccccc3F)C2)C1 (stereo not given)
  A: 2	B: i	C: i	D: -2%[87.6 µM]	E: -10%[87.6 µM]	F: .	G: i

26	COc1ccc(-c2cc(C(=O)NCc3cc(C)on3)c3c(c2)N(C)CCO3)cn1
  A: -17	B: -7%[88.5 µM]	C: ?	D: 3%[87.6 µM]	E: -20%[87.6 µM]	F: -16%[172 µM]	G: ?

27	CN(C)CCNC(=O)CN1C(=O)CCn2nc(-c3cn(C)c4ccccc34)cc21
  A: 5	B: .	C: .	D: -4%	E: 2%	F: .	G: .

28	O=C(COc1ccccc1)Nc1ccc([C@@H](O)[C@H]2COCC(=O)N2CCCc2ccccc2)cc1
  A: -1	B: -6%	C: 79µM*	D: 6%	E: -24%	F: 0%	G: ?

29	COc1cccc(Cc2nc3ccccc3nc2SCC(=O)N2CCCCC2C)c1 (stereo not given)
  A: -5	B: .	C: .	D: ?	E: ?	F: .	G: .

30	CCCS(=O)(=O)N1C[C@@H](Oc2ccccc2)C[C@H]1C(=O)NCCOC
  A: -4	B: -6%	C: -3%	D: 11%	E: 5%	F: -6%	G: 3%

(continued)
Assay codes: A = IP6K1 inh; B = GPT2 inh; C = HEK293 tox; D = SNCA expr inh; E = SNCA viab count; F = Luciferase inh; G = 3T3 cytotox
31	CCCn1cc(S(=O)(=O)c2ccc(CC)cc2)c(=O)c2cc(F)c(N(CC)CC)cc21
  A: 2	B: .	C: .	D: 2%	E: -16%	F: .	G: .

32	Cc1ccc(N2CCC(NC(=O)c3ccc(C)cc3C)C2=O)cc1 (stereo not given)
  A: -9	B: 4%	C: -8%	D: 31%[activator]	E: 13%	F: 7%	G: i

33	CCN(CC)C1CCOC2(CCN(C(=O)c3ccncc3)CC2)C1 (stereo not given)
  A: 14	B: 4%	C: -8%	D: 14%	E: 5%	F: 8%	G: i

34	Cc1ccn2c(Nc3ccccc3C)c(-c3ccccc3)nc2c1
  A: -11	B: .	C: .	D: 14%	E: -7%	F: .	G: .

35	Cc1cc(C)cc(-n2c(SCC(=O)Nc3ccc4c(c3)OCO4)nc3c([nH]c4ccccc43)c2=O)c1
  A: -11	B: .	C: .	D: 8%	E: -9%	F: .	G: .

36	COCCN1C(=O)CS(=O)(=O)C12CCN(C(=O)COc1ccc(Cl)cc1)CC2
  A: 11	B: ?	C: -2%	D: 12%	E: 8%	F: 5%	G: -25%

37	COc1ccc(NC(=O)Cn2c(=O)n(Cc3nc(C)no3)c(=O)c3cc4c(cc32)OCO4)cc1OC
  A: 17	B: .	C: .	D: -14%	E: -9%	F: .	G: .

38	Cc1cccc(N2CCN(C(=O)c3ccc4c(c3)c(C)c(C)n4C)CC2)c1C
  A: 1	B: .	C: .	D: 56%[activator]	E: 2%	F: .	G: .

39	COc1ccccc1-c1ccc(C(=O)N2CCC(NC(=O)c3ccc(F)cc3)CC2)cc1
  A: -15	B: i	C: -12%	D: 8%	E: 5%[12.5 µM]	F: .	G: -6%

40	COCC(=O)NC1CCC12CCN(C(=O)CCCc1ccccc1)CC2 (stereo not given)
  A: -3	B: ?	C: 1%	D: 19%	E: -11%	F: -24%	G: -17%

41	O=C(c1ccc(Br)cc1)N(Cc1cccs1)c1ccc(F)cc1
  A: -11	B: .	C: .	D: -9%	E: 13%	F: .	G: .

42	COc1ccc(-c2cnc([C@@H]3COCCN3Cc3cn(C)c4ccccc34)[nH]2)cc1
  A: -6	B: 2%[88.5 µM]	C: ?	D: ?	E: ?	F: -6%[172 µM]	G: 63µM*

43	CCOc1cc2[nH]c(=O)n(CCCCC(=O)N3CCN(c4cccc(Cl)c4)CC3)c(=O)c2cc1OCC
  A: 17	B: .	C: .	D: -28%	E: 1%	F: .	G: .

44	Cc1nc(N2CCOCC2)c2c(C(=O)N3CCN(c4ccccc4F)CC3)c(C)oc2n1
  A: -11	B: .	C: .	D: 25%	E: 7%	F: .	G: .

45	CCc1cc2c(cc3c(=O)n(CC(=O)N4CCN(c5cc(Cl)ccc5C)CC4)nc(CC)n32)s1
  A: -9	B: .	C: .	D: 26%	E: -9%	F: .	G: .

46	CC(NC(=O)c1ccc2nc(CCc3ccccc3)oc2c1)c1ccccc1 (stereo not given)
  A: -1	B: .	C: .	D: 38%[activator]	E: -3%	F: .	G: .

47	COCCNC(=O)C1(CCO)CCN(Cc2ccccc2)C1 (stereo not given)
  A: 10	B: i	C: -10%	D: -6%	E: 12%	F: -10%	G: -10%

48	COc1ccc(Cn2c(C3CCN(C(=O)c4cccc(Cl)c4)CC3)n[nH]c2=O)cc1
  A: -14	B: 4%	C: -16%	D: -4%	E: -10%	F: 2%	G: ?

An excerpt from above, showing only IP6K1 inh, SNCA viab count and Luciferase inh.
| no. | structure | IP6K1 inh | SNCA viab count | Luciferase inh |
| --- | --- | --- | --- | --- |
| 34 | Cc1ccn2c(Nc3ccccc3C)c(-c3ccccc3)nc2c1 | -11 | -7% | . |
| 35 | Cc1cc(C)cc(-n2c(SCC(=O)Nc3ccc4c(c3)OCO4)nc3c([nH]c4ccccc43)c2=O)c1 | -11 | -9% | . |

Bioassay records: PubChem, National Center for Advancing Translational Sciences (NCATS)
